PKA-R2B activ = activators of PKA-R2B holoenzyme, primary screen, biochemical, fluorescence polarization, Cy5-IP20, human. AID 504700, 2011. activation, % at 11.4 µM. hit rate 0.079% among 340,000. cAMP-dependent protein kinase catalytic subunit beta (Homo sapiens) + cAMP-dependent …. PKA-R2B holoenzyme dissociation; R2B truncated from residue 108, S112A mutant; 0% DMSO only, 100% 113 µM cGMP;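 active means activation above a cutoff set at the mean over all compounds plus 3 SD, cut at about 18% in these data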;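 further: higher means more holoenzyme dissociation and a rise in polarization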
Target sequence (P31323 whole entry, looked up, other chains not shown, the tested form may be a part): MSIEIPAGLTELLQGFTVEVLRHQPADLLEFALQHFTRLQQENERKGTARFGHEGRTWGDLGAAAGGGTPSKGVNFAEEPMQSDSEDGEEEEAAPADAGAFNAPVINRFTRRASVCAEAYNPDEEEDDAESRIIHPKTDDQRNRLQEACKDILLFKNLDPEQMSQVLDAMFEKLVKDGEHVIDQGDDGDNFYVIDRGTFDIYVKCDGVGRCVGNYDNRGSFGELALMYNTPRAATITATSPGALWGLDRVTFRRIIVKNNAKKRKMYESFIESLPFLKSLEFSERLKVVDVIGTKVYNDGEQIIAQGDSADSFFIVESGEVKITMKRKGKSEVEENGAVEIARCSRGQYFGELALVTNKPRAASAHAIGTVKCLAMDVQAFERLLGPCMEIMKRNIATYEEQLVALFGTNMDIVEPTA
CDK5 inh = inhibitors of human CDK5/p35 kinase, primary screen, biochemical, single concentration; Recombinant CDK5/p35, ADP-Glo luminescence, 60 min; inhibition, % at 10 µM; Cyclin-dependent kinase 5 (Homo sapiens) + Cyclin-dependent kinase 5 activator 1 (Homo …; hit rate 0.01% among 330,000; AID 488839, 2010;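 active means highest replicate inhibition of at least 50% and at least 75% of replicates reaching 50%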;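 further: plate controls were DMSO neutral control for no effect and GW8510 at 10 µM for full effect; many of its hits are not listed in these tables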
Tat transport = E. coli Tat export inhibitors, primary screen, MC4100, TorA-mCherry reporter, fluorescence, single point; inhibition, % at 10 µM; AID 488895, 2010; hit rate 0.036% among 340,000;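 active means mean replicate inhibition at least 50% and at least half of replicates individually reaching 50%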;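 further: exported cargo escapes ClpAP degradation while cytoplasmic cargo is degraded and loses fluorescence; 0% = median of neutral control wells and 100% = median of NaSCN control wells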
Mot1-301 SUMO = yeast Mot1-301 growth rescue at high temperature, primary screen, SUMOylation pathway inhibitor project, S. cerevisiae, ATP luminescence, 38.5C; S. cerevisiae Mot1-301 growth rescue; percent above DMSO median, 100 means doubled; growth rescue, % at 18.8 µM; hit rate 1% among 320,000; AID 2716, 2010;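 active means every valid replicate shows activation above 250% relative to neutral control wells; inactive means the rest, any valid replicate at or below 250%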;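 further: OY570 slx delta 5 strain wells were the positive control but not used for scaling; some compounds called inactive have numbers as strong as hits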
HTR5A ag = HTR5A agonists in luminescence cell assay, primary screen, counter-screen for OPRM1-OPRD1 heterodimer agonist project, full-deck HTS | hit rate 0.61% among 340,000 | cell-based | activation, % at 9.3 µM | 5-hydroxytryptamine receptor 5A (Homo sapiens), P47898 | AID 504692, 2011; in the data active means activation mostly above about 9.5%, no sharp cut-off; inactive means mostly below about 7.6%;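 further: 0% = cells with vehicle only and 100% = reference agonist; strong numbers were not always called active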
Target sequence (P47898 whole entry, looked up): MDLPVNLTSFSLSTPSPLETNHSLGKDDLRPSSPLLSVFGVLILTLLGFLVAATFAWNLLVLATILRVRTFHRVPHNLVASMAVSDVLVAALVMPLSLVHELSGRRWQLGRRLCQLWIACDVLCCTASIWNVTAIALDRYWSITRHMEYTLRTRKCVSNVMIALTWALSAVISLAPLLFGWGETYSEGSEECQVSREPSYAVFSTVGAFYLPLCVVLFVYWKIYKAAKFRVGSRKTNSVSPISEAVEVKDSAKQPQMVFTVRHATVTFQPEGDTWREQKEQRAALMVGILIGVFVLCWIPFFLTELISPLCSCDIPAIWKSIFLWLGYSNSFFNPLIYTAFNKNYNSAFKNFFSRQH
DAGLB inhibitor = DAGLB lipase inhibitors, primary screen, biochemical, fluorescence, HTS; Diacylglycerol lipase-beta (Homo sapiens), Q8NCG7; HEK293T DAGLB membrane lysate, EnzChek fluorogenic substrate; inhibition, % at 5.17 µM; hit rate 0.059% among 340,000; AID 504411, 2011; in the data active means inhibition above about 34%;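 further: 0% = enzyme with vehicle and 100% = wells lacking enzyme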
phage Ecoli inh = growth loss of phage-infected E. coli, primary screen, RecBCD inhibitor project, absorbance, with phage, HTS | AID 651602, 2012 | inhibition, % at 11.9 µM | hit rate 0.26% among 360,000; in the data active means inhibition above about 11%
PKA-R1A activ = activators of PKA-R1A holoenzyme, primary screen, biochemical, fluorescence polarization, Cy5-IP20, bovine R1A, mouse PKAc; AID 504707, 2011; PKA-R1A dissociation; scaled: DMSO 0%, 113 µM cGMP 100%; cAMP-dependent protein kinase type I-alpha regulatory subunit (Bos taurus) + …; activation, % at 11.4 µM; hit rate 0.083% among 340,000;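 active means percent activation above the mean of all tested compounds plus 3 SD, cut at about 19% in these data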;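 further: higher means more PKAc released from R1A so a rise in polarization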
HTR5A inv ctr = HTR5A inverse agonists in luminescence cell assay, primary screen, counter-screen for OPRM1-OPRD1 heterodimer inverse agonist project, full-deck HTS. 5-hydroxytryptamine receptor 5A (Homo sapiens), P47898. HTR5A cell line, inverse agonism. inhibition, % at 9.3 µM. hit rate 0.083% among 340,000. AID 504634, 2011; in the data active means inhibition mostly above about 23%, no sharp cut-off; inactive means mostly below about 18%;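 further: 0% = cells with DMSO and 100% = no-cell wells with DMSO; some compounds called inactive have numbers as strong as hits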
AddAB inh = growth inhibition of E. coli expressing H. pylori AddAB, primary screen, AddAB inhibitor project, absorbance. AID 435030, 2010. hit rate 0.29% among 330,000. inhibition, % at 11.9 µM; in the data active means inhibition above about 12%;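 further: 0% = vehicle wells of infected cells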
E coli growth = E. coli V3065 growth inhibition, primary screen, counter-screen for AddAB inhibitor project, absorbance, OD600; 18 h; inhibition, % at 11.9 µM; hit rate 0.27% among 330,000; AID 449728, 2010;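 active means inhibition above the campaign's mean inhibition across all tested compounds plus 3 SD, cut at about 9.9% in these data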;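 further: uninfected addAB+ strain grown without phage in ampicillin broth; 0% = DMSO wells and 100% = ciprofloxacin 0.95 µg/ml wells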
The depositor's hits bear a star; · = not tested or not shown.

SMILES	PKA-R2B activ	CDK5 inh	Tat transport	Mot1-301 SUMO	HTR5A ag	DAGLB inhibitor	phage Ecoli inh	PKA-R1A activ	HTR5A inv ctr	AddAB inh	E coli growth
O=C(Cn1nc(-c2ccccc2)ccc1=O)NCC1CCCO1 (stereo not given)	-5	-0.3	-9	-15	4	-1	1.2	5	16	1.6	1.1
O=C(CCc1ccccc1)N/N=C\c1cc2c(cc1Br)OCO2	3	-1.2	-6	374	6	0	2.5	13	-8	1.1	1.7
CC1CCC/C(=C\Nc2ccc(C(=O)O)cc2)C1=O (stereo not given)	9	1.2	-6	-10	2	-2	3.4	7	-5	-0.5	-1.3
Cc1nc2nc(-c3ccccc3)nn2c(C)c1C	-7	-0.5	-4	-8	-3	-2	-1.4	-1	2	4.0	-0.8
CN(CC(=O)Nc1ccccc1Cl)C(=O)COC(=O)C1=COCCO1	-3	-1.2	7	-2	-3	2	1.2	3	18	3.9	0.4
CCOc1ccc(CN(Cc2ccco2)C(c2cccs2)c2nnnn2C(C)(C)C)cc1 (stereo not given)	0	-0.3	4	-11	-2	-18	2.6	-10	8	-4.3	-3.0
Oc1ccc(-n2nnnc2SCc2c(F)cccc2Cl)cc1	2	5.4	-8	108	6	-4	0.8	4	-22	·	·
Cc1ccc2occ(CN3CCN(c4ccccc4)CC3)c(=O)c2c1	-2	1.0	3	-5	4	-1	1.2	1	-13	-0.8	-1.5
CCOC(=O)c1ccc(NS(=O)(=O)c2c(C)nc3sccn3c2=O)cc1	-6	0.2	5	2	-2	-1	3.9	-1	6	1.4	2.5
COc1ccc(C2/C=C\CN(CC(C)C)CC(=O)N2Cc2cccc(F)c2)cc1 (stereo not given)	3	3.5	2	·	-2	-5	3.4	2	6	1.4	1.6
CN(C)CCNc1cc(-c2ccncc2)nc2ccccc12	-3	-0.5	-4	6	-5	1	0.7	-8	13	2.9	-2.1
O=[N+]([O-])c1cccc(-c2ccc(C(=S)N3CCN(c4ccc(F)cc4)CC3)o2)c1	-7	-0.7	-4	192	0	-4	4.2	-7	4	3.7	0.1
CCSC1=C(C#N)C(c2cccc(Br)c2)CC(=O)N1 (stereo not given)	13	-2.5	7	-15	-1	1	-0.3	-7	2	-0.1	-0.7
CSCCC(NC(=O)c1ccco1)C(=O)NCCc1ccc(F)cc1 (stereo not given)	-2	-0.3	-2	10	-1	-2	1.5	0	1	2.6	3.0
Cc1ccccc1N(C)S(=O)(=O)c1nnc(NC(=O)c2ccccc2F)s1	-4	·	-1	6	2	4	0.3	-3	-7	2.0	0.3
CC(C)N(C(=O)Cn1cc(S(=O)(=O)CC(=O)NC2CCCCC2)c2ccccc21)C(C)C	1	-1.4	14	7	2	0	-0.6	-12	-6	-1.1	-1.7
O=C1C=CC(=O)N1c1ccc(O)cc1	4	-1.2	-30	2	-1	0	1.3	-3	3	-1.0	0.8
Cc1ccccc1NC(=O)c1ccc(C)c(S(=O)(=O)Nc2cccnc2)c1	-3	-0.1	3	14	3	2	1.0	7	-12	0.2	-1.7
Cc1ccc2nc(N(CCCN(C)C)C(=O)CS(=O)(=O)c3ccccc3)sc2c1	-7	-0.7	10	13	0	-1	4.3	-5	-4	0.7	1.9
COc1ccc(S(=O)(=O)N2CCCC(C(=O)NCC3CCCO3)C2)cc1Cl (stereo not given)	11	-0.7	5	235	2	1	3.4	-10	-3	1.4	-0.7
C=CCn1c(=O)/c(=C2/SC(C)=C(C)N2CC)s/c1=C1/C(=O)N(CC)C(=S)N1c1ccccc1	-4	-0.5	18	140	2	6	0.0	-12	-4	-0.5	1.9
CC1CCCN(C(=O)c2ccc([N+](=O)[O-])o2)C1 (stereo not given)	3	1.0	-8	-25	1	3	2.6	-9	-28	5.4	4.4
NC(=O)CC[C@H](NC(=O)c1ccc(Cl)cc1)C(=O)NNC(=O)COc1cccc(Br)c1	6	1.5	-4	-2	0	0	1.6	-9	-1	-0.1	-1.6
C/C(=N\NC(=O)CN1CCCCC1)c1ccccc1O	0	-0.3	3	-5	-1	-3	-0.1	3	2	-4.5	-7.0
CCOC(=O)c1cc(-c2ccc(N3CCOCC3)cc2)nn1-c1ccccc1C(=O)O	1	16	-5	-12	-3	0	2.1	0	8	2.6	1.4

5 records drawn at random from the list so far:
SMILES	PKA-R2B activ	CDK5 inh	Tat transport	Mot1-301 SUMO	HTR5A ag	DAGLB inhibitor	phage Ecoli inh	PKA-R1A activ	HTR5A inv ctr	AddAB inh	E coli growth
CCSC1=C(C#N)C(c2cccc(Br)c2)CC(=O)N1 (stereo not given)	13	-2.5	7	-15	-1	1	-0.3	-7	2	-0.1	-0.7
Cc1ccc2occ(CN3CCN(c4ccccc4)CC3)c(=O)c2c1	-2	1.0	3	-5	4	-1	1.2	1	-13	-0.8	-1.5
CN(CC(=O)Nc1ccccc1Cl)C(=O)COC(=O)C1=COCCO1	-3	-1.2	7	-2	-3	2	1.2	3	18	3.9	0.4
NC(=O)CC[C@H](NC(=O)c1ccc(Cl)cc1)C(=O)NNC(=O)COc1cccc(Br)c1	6	1.5	-4	-2	0	0	1.6	-9	-1	-0.1	-1.6
COc1ccc(C2/C=C\CN(CC(C)C)CC(=O)N2Cc2cccc(F)c2)cc1 (stereo not given)	3	3.5	2	·	-2	-5	3.4	2	6	1.4	1.6

New compounds follow
SMILES	PKA-R2B activ	CDK5 inh	Tat transport	Mot1-301 SUMO	HTR5A ag	DAGLB inhibitor	phage Ecoli inh	PKA-R1A activ	HTR5A inv ctr	AddAB inh	E coli growth
Cc1ccnc(NC(=O)C2CCN(S(=O)(=O)c3cccc4nonc34)CC2)c1	0	1.4	2	11	-1	0	0.3	2	-22	1.1	-1.2
CCOc1ccc(OCC)c(NC(=O)CN2CCN(C(=O)c3ccco3)CC2)c1	0	0.7	0	-3	2	0	1.3	-4	-1	3.6	1.1
Cc1cc(-c2nc3ncccc3o2)ccc1NC(=S)NC(=O)c1ccco1	-9	0.2	-3	32	2	-3	2.3	4	10	1.2	-2.6
CC1(c2nnc(-c3ccc(F)cc3)o2)CC(c2cccc(Cl)c2)=NO1 (stereo not given)	6	0.8	20	14	-1	-10	2.1	3	13	4.9	-0.3
CCC(C)(C)NC(=O)CN(C(=O)CCC(=O)Nc1nccs1)c1ccc2c(c1)OCO2	6	-1.2	-8	363	-1	0	0.9	-2	3	0.5	-2.6
COc1ccc(OC)c2[nH]c(=O)c(CCNC(=O)C(C)(C)C)cc12	-5	0.2	1	8	-1	1	2.5	-2	3	3.4	-1.0
C[N+](C)(CC#Cc1ccccc1)CC(=O)c1ccc(Cl)cc1	-7	-2.7	6	7	1	-1	5.2	-3	9	0.6	-3.1
CCOC(=O)c1c(C)[nH]c(N=Nc2ccc(C)cc2)c1C	-19	-1.5	0	-14	1	-4	-1.8	-18	10	2.1	1.6
CCOC(=O)c1c(C)c(C(=O)Nc2cc(F)ccc2F)c(C)n1C	-6	-0.3	-1	3	0	-13	3.0	5	-16	2.4	0.6
CCc1ccc(NC(=O)NNC(=O)c2ccc3ccccc3c2O)cc1	-7	-0.9	-7	16	-3	1	13*	-10	8	·	·
Cc1ccc(/C=N/N2CCN(Cc3ccc(C)cc3)CC2)cc1	4	-0.8	-5	8	-2	-7	5.3	2	2	0.6	0.8
O=C(c1ccccc1)c1ccc(OCC(O)CN2CCCC2)cc1 (stereo not given)	5	-0.3	-1	0	2	0	-2.6	4	-6	-0.1	0.1
O=C(COc1ccc2ccccc2c1)NCC1CCCO1 (stereo not given)	-5	-1.4	2	14	-3	2	1.4	4	25	1.4	-0.4
COc1cc(/C=N/n2cnc3scc(-c4cccs4)c3c2=O)cc(OC)c1OC	-6	0.5	-6	-15	4	1	4.8	3	9	2.4	-2.4
O=C(c1cccc(S(=O)(=O)NCc2ccccc2)c1)N1CCCC(C(F)(F)F)C1 (stereo not given)	-11	-2.7	-3	6	-6	-3	3.2	0	16	7.5	1.7
Cc1c(C)n2c(SCC(=O)N3CC(C)OC(C)C3)nnc2[nH]c1=O (stereo not given)	1	0.4	-3	3	-1	2	3.6	-2	29	-0.3	0.3
Cc1ccc(S(=O)(=O)N/N=C/c2ccc(OCC(=O)N3CCOCC3)cc2)cc1	-4	-0.8	3	332	2	1	3.6	3	-5	0.5	-0.4
COc1ccccc1N1CCN(C(=O)c2ccc(CN3CCOCC3)cc2)CC1	2	-3.6	-3	22	6	-3	2.9	-3	-30	-1.5	1.4
COc1cccc(CNC(=O)C2CCCN(C(=O)c3ccc(Cl)cc3)C2)c1 (stereo not given)	-2	2.0	-1	·	0	0	1.2	6	0	1.4	1.0
Cc1ccccc1-c1cc(C(=O)NCc2ccco2)n(CC2CC(c3cccnc3)=NO2)n1 (stereo not given)	5	0.3	10	-2	3	-2	1.1	-7	-6	-1.0	-1.3
COc1ccc(S(=O)(=O)NCC(=O)NCc2cc(=O)n(C)c(=O)n2C)cc1	-7	-1.2	-5	9	1	1	3.5	0	-10	3.9	-1.1
CC1=C(C(=O)N2CCOCC2)C(c2ccc(C)cc2)NC(=S)N1 (stereo not given)	-4	1.3	3	28	2	-1	5.7	-5	8	0.0	1.1
COc1cc(OC)c(OC)cc1/C=C1\SC(N2CCCCC2)=NC1=O	16	-0.7	0	-12	0	0	0.7	-8	-1	-1.2	-1.1
Cc1cc(-c2n[nH]c(=S)n2/N=C/C=C/c2ccccc2)n[nH]1	-14	3.5	-6	-5	0	1	3.6	-19	1	0.4	-0.9
COc1ccccc1NS(=O)(=O)c1ccc(Br)s1	-5	-0.2	-3	5	-1	-2	1.4	-15	2	-0.2	-1.6
COc1ccc(N2CCN(C(=O)c3ccccc3NC(=O)c3ccccc3)CC2)cc1	-5	-1.9	1	1	-1	0	-0.4	-11	5	0.9	0.7

Reprinted from the results shown for reference:
SMILES	PKA-R2B activ	CDK5 inh	Tat transport	Mot1-301 SUMO	HTR5A ag	DAGLB inhibitor	phage Ecoli inh	PKA-R1A activ	HTR5A inv ctr	AddAB inh	E coli growth
Cc1ccnc(NC(=O)C2CCN(S(=O)(=O)c3cccc4nonc34)CC2)c1	0	1.4	2	11	-1	0	0.3	2	-22	1.1	-1.2
CCOc1ccc(OCC)c(NC(=O)CN2CCN(C(=O)c3ccco3)CC2)c1	0	0.7	0	-3	2	0	1.3	-4	-1	3.6	1.1

Screens: PubChem BioAssay, several laboratories
